VLA-4 allo ag = enhancers of LDV-FITC binding to VLA-4 integrin, primary screen, Jurkat cells, flow cytometry; Integrin alpha-4 (Homo sapiens), P13612; activation, % at 10 µM (by protocol); 24,000 tested, under 10 active;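 active means fluorescent ligand binding to cells raised by more than 40% of the manganese-induced maximum; inconclusive means compound's own fluorescence above 85% of the ligand control signal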;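 further: 0% = ligand binding without compound and 100% = manganese-stimulated maximal binding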
Target sequence (P13612 whole entry, looked up): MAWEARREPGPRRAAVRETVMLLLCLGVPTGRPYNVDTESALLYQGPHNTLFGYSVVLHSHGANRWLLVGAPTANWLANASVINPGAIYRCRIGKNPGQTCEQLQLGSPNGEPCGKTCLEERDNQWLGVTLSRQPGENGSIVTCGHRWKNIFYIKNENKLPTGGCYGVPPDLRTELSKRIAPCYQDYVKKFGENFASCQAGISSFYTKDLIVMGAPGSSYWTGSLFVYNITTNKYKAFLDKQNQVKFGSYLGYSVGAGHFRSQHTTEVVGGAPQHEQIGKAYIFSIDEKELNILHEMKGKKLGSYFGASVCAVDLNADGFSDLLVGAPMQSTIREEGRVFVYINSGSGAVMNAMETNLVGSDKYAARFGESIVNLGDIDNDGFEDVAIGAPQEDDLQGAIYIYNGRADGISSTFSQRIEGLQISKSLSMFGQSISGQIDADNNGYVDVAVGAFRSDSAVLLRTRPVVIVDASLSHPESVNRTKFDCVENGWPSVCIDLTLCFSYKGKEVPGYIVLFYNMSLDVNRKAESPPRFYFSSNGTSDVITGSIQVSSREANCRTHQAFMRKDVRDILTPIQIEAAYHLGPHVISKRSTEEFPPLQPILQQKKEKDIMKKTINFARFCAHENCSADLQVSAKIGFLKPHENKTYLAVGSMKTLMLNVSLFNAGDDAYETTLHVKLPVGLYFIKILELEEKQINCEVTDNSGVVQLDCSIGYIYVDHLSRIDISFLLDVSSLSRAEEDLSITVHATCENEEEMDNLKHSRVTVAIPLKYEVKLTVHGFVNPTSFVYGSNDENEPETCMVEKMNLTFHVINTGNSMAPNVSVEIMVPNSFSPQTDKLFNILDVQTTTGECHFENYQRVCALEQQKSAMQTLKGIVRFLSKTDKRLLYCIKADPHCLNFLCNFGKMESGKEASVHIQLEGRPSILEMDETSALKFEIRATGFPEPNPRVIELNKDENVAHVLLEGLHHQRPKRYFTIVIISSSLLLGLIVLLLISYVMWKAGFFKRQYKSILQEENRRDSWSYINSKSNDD
VLA-4 antagonist = inhibitors of LDV-FITC binding to Mn2+-activated VLA-4, primary screen, Jurkat cells; Integrin alpha-4 (Homo sapiens), P13612; LDV-FITC binding with Mn2+, flow cytometry; 100% = Mn2+-driven binding gain fully reversed; inhibition, % at 10 µM (by protocol); 24,000 compounds, 0.2% hits; AID 529, 2006;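 active means inhibition above 50%; inconclusive means compound itself fluorescent, judged against control cell fluorescence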;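 further: 0% = Mn2+ stimulated cells lacking compound and 100% = ligand binding without Mn2+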
Autofluor Jurkat = compound autofluorescence on Jurkat cells, primary screen, artefact control for VLA-4 allosteric ligand project, cell-based, flow cytometry; fluorescence ratio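 (tested at 10 µM compound in the well)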; active compounds read high; 1 = vehicle-only cell background; AID 576, 2007; 24,000 compounds, 0.61% hits;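 active means fluorescence ratio above 2.44, which is 1 plus 3 SD of all ratios; inconclusive means signal too bright to measure linearly, ratio around 10 or more; inactive means fluorescence ratio below 2.44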;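 further: green fluorescence of cells measured with 488 nm excitation and 530 nm emission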
LNCaP diff act = activators of LNCaP prostate cell differentiation, primary screen, flow cytometry side scatter | 4 d | side scatter shift, % at 10 µM | 24,000 compounds, 0.56% hits | AID 795, 2007;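 active means side scatter shift above 30%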;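 further: androgen-responsive LNCaP prostate cancer cells in charcoal-stripped serum medium; percent of cells past a gate set so DMSO wells show 10% shift; higher shift means more granular cells and more differentiation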
* hit, by the source's call; ? = inconclusive; · = not tested or not shown; & = joins results of further samples. Some of the compounds tested. The share of hits here may be higher or lower than overall.

Sample of the layout (2 entries):
Value order – VLA-4 antagonist	VLA-4 allo ag	LNCaP diff act	Autofluor Jurkat
O=C(O)c1ccc2c(c1)C(=O)N(CCC1=CCCCC1)C2=O
 : 10.0	2.0	2.0	1.08
O=C(COc1ccc(Cl)cc1)NCc1nnc(SCC(=O)Nc2ccc3c(c2)OCCO3)o1
 : -8.0	0.7	11.0	1.08

The whole of this part, from the first entry:
Value order – VLA-4 antagonist	VLA-4 allo ag	LNCaP diff act	Autofluor Jurkat
O=C(O)c1ccc2c(c1)C(=O)N(CCC1=CCCCC1)C2=O
 : 10.0	2.0	2.0	1.08
O=C(COc1ccc(Cl)cc1)NCc1nnc(SCC(=O)Nc2ccc3c(c2)OCCO3)o1
 : -8.0	0.7	11.0	1.08
CC(=O)N1CN(C2CCS(=O)(=O)C2)Cc2c1sc1c2CCCC1 (centres undefined)
 : ?	?	6.0	1.37
CNC(=O)CSc1nnc(-c2cccc(S(=O)(=O)N3CCOCC3)c2)n1-c1ccc(F)cc1
 : 3.0	-1.0	1.0	1.01
COC(=O)c1cc2oc3ccccc3c2n1CC(=O)Nc1ccccc1OC
 : -2.0	-5.0	27.0	1.07
COc1cccc(-c2cc3nc4c(c(N5CCC6(CC5)OCCO6)n3n2)CCCC4)c1
 : ?	?	9.0	1.3
CCC(C(=O)OC)n1cnc2c(cnn2-c2ccc(Cl)cc2)c1=O (centres undefined)
 : -34.5	-1.5	17.0	1.1
CC(=O)Nc1ccc(S(=O)(=O)c2ccc(N)cc2)cc1
 : 14.0	0.0	3.0	0.98
COc1cc(OC)c(OC)cc1CN(C)CCc1ccccn1
 : -2.3	-3.0	3.0	1.02
O=C(O)CCCCCCC1C(=O)NC(=O)N1CCC(O)C1CCCCC1 (centres undefined)
 : -6.5	-1.5	3.0	0.99
CC(C)(C)NC(=O)Cn1nnc(-c2cccs2)n1
 : -2.5	-1.0	8.0	0.94
COc1ccc2[nH]c(C)c(CCN3C(=O)C4CC=CCC4C3=O)c2c1 (centres undefined)
 : 23.0	-2.0	12.0	0.91
Cc1ccc(C(=O)Nc2nc3c(s2)CCCC3)o1
 : -20.0	6.0	12.0	0.99
Cc1c(C(=O)N2CCOCC2)[nH]c2c1C(=O)CC(c1ccc(Cl)cc1)C2 (centres undefined)
 : ?	?	7.0	1.07
COc1cccc(-c2cc(C(F)(F)F)nc(NCc3ccco3)n2)c1
 : -14.0	-2.3	10.0	1.04
C=CCOc1ccc(CN(C)CC(=O)N(CC(C)C)c2c(N)n(CC(C)C)c(=O)[nH]c2=O)cc1
 : -3.0	4.0	2.0	0.96
CCc1ccc(OCC(=O)NCCN(C)C)c(Br)c1
 : -13.0	4.0	15.0	1
O=C(Nc1ccc2nc3n(c(=O)c2c1)CCCCC3)c1ccccn1
 : -2.0	1.0	10.0	1.07
COCCCNC(=O)C(Cc1ccccc1)NS(=O)(=O)c1ccc2c(c1)c(=O)n(C)c(=O)n2C (centres undefined)
 : -1.3	-0.7	10.0	1.04
[O-][n+]1c2ccc3nonc3c2nn1-c1ccccc1Cl
 : -15.0	2.0	10.0	1.06
CC(C)=CCCC(C)CN(C)CCc1ccccn1 (centres undefined)
 : -19.5	5.5	0.0	1
C=C(C)c1cccc(C(C)(C)NC(=O)NCC2CCCO2)c1 (centres undefined)
 : -5.0	0.5	4.0	1.05
COC(=O)c1sccc1NC(=O)c1csc(C)c1
 : -15.0	-2.0	7.0	0.94
CCOC(=O)c1ccc(NC(=O)Cn2nnc(-c3ccccc3C)n2)cc1
 : 7.0	-5.0	17.0	1.12
O=C(c1ccc(=O)[nH]c1)N(Cc1ccco1)C1(C(=O)NC2CCCCC2)CCCCC1
 : -16.0	8.0	1.0	0.98
Cc1ccccc1Nc1nn2c(=O)c3ccccc3nc2s1
 : ?	?	7.0	1.1
CCc1ccc(NC(=O)c2ccc3c(c2)C(=O)N(Cc2ccco2)C3=O)cc1
 : 13.0	-4.0	6.0	1.18
CCOC(=O)c1c(NC(=O)C(F)(OC)C(F)(F)F)sc2c1CCN(C)C2 (centres undefined)
 : ?	?	2.0	1.49
CN(C)C(=O)Oc1cccc([N+](C)(C)C)c1
 : -6.0&-0.5	-2.0&-4.5	1.0&3.0	1.03&1.1
Cc1c(C(=O)NCCc2ccccc2)oc2ccc(S(=O)(=O)N3CCC4(CC3)OCCO4)cc12
 : 5.0	-6.0	4.0	1.17
CCOC(=O)c1cccc(NC(=O)Cn2cnc3c2c(=O)n(C)c(=O)n3C)c1
 : 0.5	-5.5	2.0	1.02
c1cncc(-c2nnc(-c3ccco3)o2)c1
 : 6.5	-1.0	7.0	1.05
CCOC(=O)N1CCN(c2c(Nc3cc(C)[nH]n3)c(=O)c2=O)CC1
 : -4.0	1.0	3.0	1
COc1ccccc1NC(=O)CCN1C(=O)C2CC=C(Cl)CC2C1=O (centres undefined)
 : 10.0	0.0	0.0	1.07
CCOc1ccc(OCC)c(NC(=O)CN(C)S(=O)(=O)c2cccc3nsnc23)c1
 : 5.0	-5.0	9.0	1.08
O=C(O)CC1=C(O)C(=O)N(c2ccccc2)C1c1ccccc1 (centres undefined)
 : -51.0	8.0	3.0	1.02
CC(C)CC(NS(=O)(=O)c1ccc2c(c1)oc(=O)n2C)C(=O)NCc1cccnc1 (centres undefined)
 : 9.0	4.0	5.0	1.1
CC(NC(=O)Cc1cccs1)C(c1cccs1)N1CCN(c2ccccc2F)CC1 (centres undefined)
 : 17.0	-5.0	9.0	0.97
CCCC(=O)Nc1cc(C)c(NC(=O)c2ccccn2)cn1
 : 2.0	-6.5	7.0	0.99
CC(C)CSc1nnc2[nH]c(=O)cc(N)n12
 : 8.0	2.0	17.0	0.93
CC(C)(C)n1nnnc1CN1CCC(NC(=O)NC2CCCCC2)CC1
 : -4.0	-2.5	2.0	0.97
CCc1nn(CCCC(=O)N2CCc3ccccc3C2)c(=O)c2cc3occc3n12
 : 12.0	-5.0	18.0	1.08
COCCCNC(=O)C1CCCCN1S(=O)(=O)c1ccc(F)cc1 (centres undefined)
 : -6.0	-10.0	5.0	1.05
COc1ccc(-c2c(C)nn3c(N4CCC(C(=O)NCCN(C)C)CC4)cc(C)nc23)cc1OC
 : 27.0	-9.0	8.0	1.01
CCCCC1(Cc2cccc([N+](=O)[O-])c2)C(=O)N(c2ccccc2)N(c2ccccc2)C1=O
 : 26.0	-5.0	·	·
O=C(Cn1nnc(-c2ccncc2)n1)Nc1ccc2c(c1)CCC2
 : 5.0	8.0	9.0	1.01
COc1ccc(-c2noc(CCC(=O)Nc3ccc4c(c3)OCCO4)n2)cc1
 : ?	?	5.0	1.24
CCOC(=O)N1CCC(NC(=O)c2cc3c(-c4ccccc4F)nn(C)c3s2)CC1
 : 13.0	-10.0	12.0	1.07
Cc1nc2sc(C(c3cccc(F)c3)N3CCN(C(=O)c4ccco4)CC3)c(O)n2n1 (centres undefined)
 : -9.0	-3.7	8.0	1.03
CC(=O)c1cc(C)ccc1OC(=O)c1cccc2nc(C)oc12
 : -8.0	1.0	10.0	1
COc1ccc(C(=O)NCc2n[nH]c(=S)n2-c2ccccc2)cc1OC
 : -1.0	3.0	3.0	1.01
COc1ccc(OCc2nnc3n2N=C(c2ccc(C)cc2)CS3)cc1
 : ?	?	4.0	0.92
COC(=O)c1sc(N)c(C(=O)OC)c1COC(=O)C1CC(=O)N(Cc2ccco2)C1 (centres undefined)
 : 9.7	-2.0	6.0	1.08
COc1ccc(C(C(C(=O)c2ccco2)N2CCOCC2)N2CCOCC2)cc1 (centres undefined)
 : -5.3	-3.0	9.0	1.05
Cc1cc(C)n(-c2nnc(C)n2N)n1
 : -18.5	8.5	12.0	0.96
Cc1nc(=S)n(-c2ccccc2)[nH]1
 : -2.0	5.5	6.0	1.08
COc1cccc(C2CC(c3ccc(Cl)cc3Cl)n3nc(N)nc3N2)c1 (centres undefined)
 : 4.0	0.0	22.0	1.13
CCOc1ccc(NC(=O)CN2CCN(CC(=O)Nc3cccc(F)c3)CC2)cc1
 : 16.0	-6.0	1.0	0.97
O=C(c1noc2c1CCCC2)N1CCN(c2ccccc2)CC1
 : 4.0	2.0	5.0	1.09
O=C(COc1ccccc1)N1CCN(c2ncnc3c2cnn3-c2ccccc2)CC1
 : 39.0	-16.0	3.0	1.04

(more compounds)
Value order – VLA-4 antagonist	VLA-4 allo ag	LNCaP diff act	Autofluor Jurkat
c1ccc2c(Cn3ccnc3)c[nH]c2c1
 : -40.5	9.5	3.0	1.05
CCOC(=O)Nc1cc(Br)c2c(c1)OCCO2
 : 4.0	-3.0	6.0	1.13
O=C(COC(=O)c1cc(S(=O)(=O)N2CCOCC2)cs1)c1ccccc1
 : -16.0	5.0	3.0	1
COC(=O)c1cn(C)c2ccc(S(=O)(=O)N3CCCCC3)cc2c1=O
 : -23.0	4.0	11.0	1.08
Cc1nn(Cc2ccccc2)c(C)c1NC(=O)CCC(=O)O
 : 5.5	6.5	10.0	1
O=C1CC(Sc2nnc(-c3ccccc3)o2)C(=O)N1c1ccccc1 (centres undefined)
 : -32.0	-2.0	5.0	1.01
Cc1cccc(-n2ncc3c(NCc4cccnc4)ncnc32)c1
 : -1.0	2.0	4.0	1.03
CCOCCCN1CC(C(=O)NCCc2ccccc2)CC1=O (centres undefined)
 : ?	?	7.0	1.73
CCOC(=O)C1CCCN(C(=O)C2CCN(S(=O)(=O)c3cnc[nH]3)CC2)C1 (centres undefined)
 : -4.0	3.0	7.0	1.02
COc1ccc2[nH]c3c(N4CCC(O)(c5cccc(C(F)(F)F)c5)CC4)ncnc3c2c1
 : 30.0	7.0	·	1.04
COc1cccc(-c2nnc3sc(-c4ccc(C)cc4)nn23)c1
 : -10.5	5.5	9.0	1.05
Cc1cc(C)c(C(=O)Nc2ccc(S(=O)(=O)Nc3onc(C)c3C)cc2)c(C)c1
 : -19.7	8.0	3.0	0.99
CCOc1ccc(C2C(C(=O)OC)=C(C)N=C3SCCC(=O)N32)cc1OCC (centres undefined)
 : 6.0	-3.0	9.0	1.07
O=C(O)c1cccc(COCC(F)(F)C(F)F)c1
 : 2.0	-5.0	6.0	1.07
O=C(CSc1nnnn1C1CCCC1)N1CCN(C(=O)c2ccco2)CC1
 : -8.0	-2.5	2.0	0.99
O=C(NCc1ccc2c(c1)OCO2)C1CCN(Cc2cnn(-c3ccccc3)c2-n2cccc2)CC1
 : 11.0	0.0	4.0	1.08
CC1CCCC(C)N1CCCNC(=O)Cn1cc2c(n1)CCCC2 (centres undefined)
 : 8.0	11.0	14.0	0.84
CSc1n[nH]c(NCc2ccccc2)n1
 : -24.0	1.0	6.0	1.01
Cc1nc2ccccn2c1C(=O)NCCCN1CCOCC1
 : -10.5	2.0	3.0	1.06
Cn1c(=O)c(NC(=O)c2ccccc2)c2n(c1=S)CCCCC2
 : -10.5	-1.0	22.0	0.96
CCCc1nc(N)c(C#N)c(-c2cccnc2)c1CC
 : -23.8	9.2	3.0	0.92
CCc1ccccc1NC(=O)c1nnn(CC(=O)Nc2cccc(C)c2C)c1N
 : ?	?	17.0	1.07
Cc1cc(NC(=O)COC(=O)c2cccc(S(=O)(=O)N3CCOCC3)c2)no1
 : -7.0	0.0	9.0	1
CC1(C)CC(=O)C2=C(C1)OC(=O)C2(NC(=O)c1cccs1)C(F)(F)F (centres undefined)
 : -9.7	2.0	5.0	1.04
O=C(O)c1cccc(NS(=O)(=O)c2ccc3nnn(O)c3c2)c1
 : -22.0	5.0	6.0	1.03
Cn1c(=O)c2c(nc(SCC(=O)NCc3ccco3)n2C)n(C)c1=O
 : -16.5	1.5	12.0	1.04
CCCCc1ccc(NC(=O)N[C@H](C(=O)O)C(C)C)cc1
 : -9.0	7.0	10.0	1.09
COc1ccc(Br)cc1CNC(=O)CCc1nc(-c2ccccc2F)no1
 : 2.0	-1.0	7.0	1.12
Cc1cc(NC(=O)Cn2c(=O)n(Cc3ccccc3)c(=O)c3ccccc32)no1
 : -7.0	-4.0	2.0	1.02
COC(=O)c1ccccc1NS(=O)(=O)c1ccc(F)cc1
 : 6.0	-5.0	9.0	0.99
COc1cccc(NC(=O)CC2SC(=Nc3ccccc3)NC2=O)c1 (centres undefined)
 : -20.7	3.3	14.0	1.03
CCCOc1ccc2ccccc2c1/C=N/n1cnnc1
 : 7.0	-17.5	5.0	1.04
CCSc1cc(C2C(C(=O)OC)=C(C)NC3=C2C(=O)CCC3)c(C)o1 (centres undefined)
 : -4.0	-1.5	8.0	0.95
COc1ccc(C2(C(=O)NCCCN(C)C)CCOCC2)cc1
 : 9.0	2.0	16.0	0.99
Cc1ccc(NC(=O)C2CCCN(S(=O)(=O)c3c(C)noc3C)C2)nc1 (centres undefined)
 : -7.0	6.0	2.0	1.01
O=C(c1cn(-c2ccccc2)nc1-c1cccs1)N1CCN(c2ccccn2)CC1
 : -3.0	1.0	11.0	0.99
CCOC(=O)N1CCC(C(=O)Nc2ccc(OCC)cc2)CC1
 : 7.0	4.0	13.0	0.95

Screens as filed in PubChem.
